ASAP1 GAP inh = ASAP1 ArfGAP inhibition. Q9ULH1. ASAP1-stimulated ARF1 GTP hydrolysis, GDP FP detection. inhibition, % at 16.5 µM. 0.19% of 360,000 active; in the data active means inhibition above about 25%;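 further: 0% = vehicle with enzyme and substrate and 100% = no enzyme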
Target sequence (Q9ULH1 325-724 limits assumed): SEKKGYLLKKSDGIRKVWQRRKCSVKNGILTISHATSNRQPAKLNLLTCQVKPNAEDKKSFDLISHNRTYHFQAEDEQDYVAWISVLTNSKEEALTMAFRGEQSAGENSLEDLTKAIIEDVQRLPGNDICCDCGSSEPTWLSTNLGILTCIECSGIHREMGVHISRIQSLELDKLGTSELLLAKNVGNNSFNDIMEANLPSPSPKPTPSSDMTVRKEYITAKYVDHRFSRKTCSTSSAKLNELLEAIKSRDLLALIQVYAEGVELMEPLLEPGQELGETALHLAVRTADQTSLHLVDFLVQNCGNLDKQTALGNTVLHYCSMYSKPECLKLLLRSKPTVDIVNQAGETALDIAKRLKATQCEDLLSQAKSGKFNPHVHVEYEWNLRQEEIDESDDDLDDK
DDE Tn7 FP inh = DD(E)-Tn7 binding inhibition, primary FP screen. FP displacement of FITC-Tn7 peptide from fibrin DD(E); 0% = median of compound wells per plate. inhibition, % at 8.3 µM. 0.13% of 370,000 active. AID 720508;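 active means inhibition above the mean of compounds falling within the control limits plus 3 SD of them, cut at about 14% in these data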;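 further: 0% = plate median of compound wells and 100% = 10 µM Aha-Tn7 peptide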
Target sequence (P02675 whole entry, looked up): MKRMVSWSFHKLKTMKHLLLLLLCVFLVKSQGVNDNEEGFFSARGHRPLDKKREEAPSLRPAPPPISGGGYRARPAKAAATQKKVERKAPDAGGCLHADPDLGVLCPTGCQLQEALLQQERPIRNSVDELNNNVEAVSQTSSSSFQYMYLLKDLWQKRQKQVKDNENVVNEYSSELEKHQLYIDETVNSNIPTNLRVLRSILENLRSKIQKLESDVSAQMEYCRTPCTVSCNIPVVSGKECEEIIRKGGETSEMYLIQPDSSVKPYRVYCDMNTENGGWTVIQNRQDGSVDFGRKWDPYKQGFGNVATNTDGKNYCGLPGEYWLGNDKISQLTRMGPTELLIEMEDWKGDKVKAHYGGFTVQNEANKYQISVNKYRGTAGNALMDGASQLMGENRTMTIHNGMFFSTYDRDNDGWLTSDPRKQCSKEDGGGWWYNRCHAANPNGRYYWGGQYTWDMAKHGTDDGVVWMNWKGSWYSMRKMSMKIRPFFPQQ
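Also added: labelled Tn7 tracer, 0.1 µM; Assay system: human fibrin DD(E) protein; Amount: 2 µM fibrin DD(E); Schedule: 10 min compound pre-incubation, 3 h probe incubation at room temperature; Repeats: one replicate per compound; Read-out basis: percent inhibition; Measured by: fluorescence polarization of the labelled Tn7 tracer.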
PLC-gamma1 inh = PLC-gamma1 (human) inhibition, primary screen | 0.84% of 370,000 active | inhibition, % at 12.2 µM | purified PLC-gamma1, fluorogenic substrate, fluorescence | P19174 | AID 720700; in the data active means inhibition above about 9.5%
LEDGF integ inh = blocks HIV-1 LEDGF/p75-dependent DNA integration; TR-FRET IN-LEDGF/p75 DNA integration, Eu/Cy5; inhibition, % at 3.7 µM; 0.64% of 370,000 active; AID 743269;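 active means inhibition above the screen-wide mean plus 3 SD, cut at about 13% in these data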;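 further: signal is the Cy5 over europium emission ratio at 671 and 618 nm; 0% = plate median of compound wells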
ADAM17 inh = ADAM17 inhibition, QFRET primary screen. P78536. AID 720648. recombinant ADAM17, EDANS/DABCYL FRET peptide cleavage. 0.83% of 370,000 active. inhibition, % at 6.95 µM;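 active means inhibition above the mean of compounds lying between control limits plus 3 SD, set per campaign, cut at about 8.5% in these data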;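 further: 0% = DMSO-only wells as the low control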
Tn6 DDE FP = inhibitors of Tn6 peptide binding to human fibrin DD(E) | AID 720509 | inhibition, % at 8.3 µM | 0.21% of 370,000 active | P02675 | Fibrin DD(E) TRITC-Tn6 fluorescence polarization displacement;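 active means inhibition above a per-campaign cutoff: mean of compounds within control limits plus 3 SD, cut at about 15% in these data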;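 further: 0% = median of all compound wells on the plate and 100% = blocking peptide control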
ADAM10 inh = ADAM10 inhibition, QFRET primary screen. 0.62% of 370,000 active. AID 720582. O14672. inhibition, % at 7 µM. recombinant ADAM10, EDANS/DABCYL FRET peptide cleavage, 3 h;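 active means inhibition above a per-campaign cutoff equal to the mean of compounds falling between control-based bounds plus 3 SD, cut at about 20% in these data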;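 further: 0% = DMSO wells while the 100% control is not disclosed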
proKLK7 act = proKLK7 (human) activation, primary screen; AID 652039; activation, % at 7 µM; purified proKLK7, EDANS-DABCYL substrate fluorescence; 100% is mature enzyme control, 0% vehicle; 0.9% of 370,000 active;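 active means activation above the mean of all tested compounds plus 3 SD, computed per campaign excluding outliers beyond control limits, cut at about 13% in these data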
TDP2 absorb = TDP2 (human) inhibition, absorbance primary screen; inhibition, % at 12.8 µM; recombinant TDP2, T5PNP hydrolysis, p-nitrophenol absorbance 415 nm; O95551; AID 720702; 0.34% of 370,000 active;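 active means inhibition above the mean of all tested compounds plus 3 SD, set per campaign, cut at about 25% in these data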;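 further: 0% = DMSO with enzyme and 100% = buffer with substrate but no TDP2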
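Evaluation: % inhibition relative to enzyme-containing and enzyme-free wells. Material: recombinant human TDP2. Benchmarks: enzyme-free and DMSO wells. Timing: enzyme reaction with compound for 2 h at 37 °C. Compound dosing: 12.8 µM only. Measured by: p-Nitrophenol epi absorbance. Reagent: T5PNP substrate at 5 mM, a TopII-DNA adduct mimic. Replication: single well per compound.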
ARFGAP1 inhibitor = rat ARFGAP1 inhibition | Arfgap1-stimulated ARF1 GTP hydrolysis, GDP FP detection | inhibition, % at 16.5 µM | 0.26% of 360,000 active | AID 651572;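 active means inhibition above a per-plate limit, mean inhibition of low control wells plus 3 SD, cut at about 25% in these data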;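 further: 0% = DMSO wells with enzyme and 100% = wells lacking Arfgap1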
Target sequence (Q62848 1-136 limits assumed): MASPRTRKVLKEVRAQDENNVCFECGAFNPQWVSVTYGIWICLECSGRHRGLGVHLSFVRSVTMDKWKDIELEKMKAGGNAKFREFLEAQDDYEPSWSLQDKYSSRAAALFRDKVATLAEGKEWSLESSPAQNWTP
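material = rat Arfgap1 catalytic domain, aa 1-136 | also added = human ARF1(Δ1-17)-GTP substrate | compound dosing = one concentration, 16.5 µM, DMSO 1.26% | times = GTP hydrolysis reaction 2 h at 25 °C | measured by = FP, GDP Alexa 633 tracer displaced from anti-GDP antibody, 620/688 nm | evaluation = percent inhibition of Arfgap1-stimulated GTP hydrolysis | replication = single well per compound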
* = called active by the depositor.

O=C(CSc1c2c(nc3ccc(Cl)cc13)CCCC2)N1CCN(C(=O)c2ccco2)CC1 was read as ASAP1 GAP inh -2, DDE Tn7 FP inh -1, PLC-gamma1 inh 2, LEDGF integ inh -2, ADAM17 inh -4, Tn6 DDE FP -3, ADAM10 inh 2, proKLK7 act 0.0, TDP2 absorb -7 and ARFGAP1 inhibitor 8.
CCOC(=O)N1CCN(C(=O)Nc2ccc3nc(-c4ccccn4)c(-c4ccccn4)nc3c2)CC1 was read as ASAP1 GAP inh 4, DDE Tn7 FP inh 3, PLC-gamma1 inh inactive, LEDGF integ inh 1, ADAM17 inh -137, Tn6 DDE FP -9, ADAM10 inh -382, proKLK7 act 32*, TDP2 absorb -9 and ARFGAP1 inhibitor 14.
Cc1ccc(Cl)cc1N1CCN(C(=O)Cc2ccc(-n3c(=O)[nH]c4ccsc4c3=O)cc2)CC1 was read as ASAP1 GAP inh 13, DDE Tn7 FP inh 0, PLC-gamma1 inh -2, LEDGF integ inh 1, ADAM17 inh -6, Tn6 DDE FP -2, ADAM10 inh -12, proKLK7 act 0.3, TDP2 absorb 2 and ARFGAP1 inhibitor -7.
For O=C1CCCN1CCC(=O)N1CCCC(Nc2ccc(F)cc2)C1 (stereo unspecified) the results were ASAP1 GAP inh -1, DDE Tn7 FP inh 4, PLC-gamma1 inh 3, LEDGF integ inh 6, ADAM17 inh 1, Tn6 DDE FP -2, ADAM10 inh 6, proKLK7 act 0.0, TDP2 absorb 0 and ARFGAP1 inhibitor 2.
For COCC(C)NC(=O)c1ccccc1OC(C)=O (stereo unspecified) the results were ASAP1 GAP inh -7, DDE Tn7 FP inh 11, PLC-gamma1 inh -6, LEDGF integ inh 1, ADAM17 inh -22, Tn6 DDE FP -10, ADAM10 inh -41, proKLK7 act 0.2, TDP2 absorb 2 and ARFGAP1 inhibitor 2.
CC(C)[C@H](NC(=O)[C@@H]1Cc2c([nH]c3ccccc23)C2c3ccccc3C(=O)N21)C(=O)NCC1CCCO1 (stereo partly specified) was read as ASAP1 GAP inh 2, DDE Tn7 FP inh 2, PLC-gamma1 inh -14, LEDGF integ inh 3, ADAM17 inh -9, Tn6 DDE FP 5, ADAM10 inh -28, proKLK7 act 0.4, TDP2 absorb -1 and ARFGAP1 inhibitor -3.
O=C(O)Cn1cc2c(n1)CCCC2 was read as ASAP1 GAP inh -11, DDE Tn7 FP inh -2, PLC-gamma1 inh 9, LEDGF integ inh 1, ADAM17 inh -1, Tn6 DDE FP 7, ADAM10 inh 8, proKLK7 act 0.1, TDP2 absorb 1 and ARFGAP1 inhibitor -6.
Screening CSc1ccccc1C(=O)NCC(c1ccco1)N1CCCCC1 (stereo unspecified) returned ASAP1 GAP inh 4, DDE Tn7 FP inh 3, PLC-gamma1 inh 0, LEDGF integ inh -1, ADAM17 inh -1, Tn6 DDE FP -2, ADAM10 inh 2, proKLK7 act 0.3, TDP2 absorb -2 and ARFGAP1 inhibitor 12.
`O=C(Nc1ccccc1F)c1csc([C@@H]2C[C@H](O)[C@@H](CO)O2)n1` gave ASAP1 GAP inh 6, DDE Tn7 FP inh -3, PLC-gamma1 inh 5, LEDGF integ inh 1, ADAM17 inh 2, Tn6 DDE FP 6, ADAM10 inh 0, proKLK7 act -0.4, TDP2 absorb -6 and ARFGAP1 inhibitor -7.
Screening COC(=O)N(C)C[C@@H]1OCc2cnnn2CCCC(=O)N([C@H](C)CO)C[C@H]1C returned ASAP1 GAP inh -3, DDE Tn7 FP inh -3, PLC-gamma1 inh 4, LEDGF integ inh 4, ADAM17 inh 5, Tn6 DDE FP -4, ADAM10 inh 1, proKLK7 act -0.8, TDP2 absorb -6 and ARFGAP1 inhibitor -2.
Screening COc1ccc(C2/C(=C(\O)c3ccc4c(c3)OCCO4)C(=O)C(=O)N2Cc2ccco2)c(OC)c1 (stereo unspecified) returned ASAP1 GAP inh -2, DDE Tn7 FP inh 2, PLC-gamma1 inh -5, LEDGF integ inh 7, ADAM17 inh 1, Tn6 DDE FP 0, ADAM10 inh -2, proKLK7 act -0.6, TDP2 absorb -6 and ARFGAP1 inhibitor 5.
Screening Clc1ccc(-n2ncc3c(NCCCn4ccnc4)ncnc32)cc1 returned ASAP1 GAP inh -2, DDE Tn7 FP inh -4, PLC-gamma1 inh 1, LEDGF integ inh 0, ADAM17 inh 3, Tn6 DDE FP 4, ADAM10 inh 3, proKLK7 act -0.3, TDP2 absorb -7 and ARFGAP1 inhibitor 3.
COCCn1c(=NC(=O)CCS(=O)(=O)c2ccccc2)sc2ccccc21 was read as ASAP1 GAP inh -5, DDE Tn7 FP inh 5, PLC-gamma1 inh 1, LEDGF integ inh 0, ADAM17 inh -2, Tn6 DDE FP -2, ADAM10 inh 1, proKLK7 act 0.2, TDP2 absorb 20 and ARFGAP1 inhibitor -17.
COc1cccc(NC(=O)c2ccncc2)c1 was read as ASAP1 GAP inh 14, DDE Tn7 FP inh -8, PLC-gamma1 inh 1, LEDGF integ inh 0, ADAM17 inh -3, Tn6 DDE FP 1, ADAM10 inh -3, proKLK7 act 0.5, TDP2 absorb 4 and ARFGAP1 inhibitor -1.
Cc1oc(-c2ccccc2)nc1C(=O)O was read as ASAP1 GAP inh -7, DDE Tn7 FP inh 0, PLC-gamma1 inh -2, LEDGF integ inh -2, ADAM17 inh -6, Tn6 DDE FP -4, ADAM10 inh -11, proKLK7 act -0.6, TDP2 absorb 10 and ARFGAP1 inhibitor 0.
COc1ccc(C(C)C)cc1S(=O)(=O)N1CCN(c2ccccc2)CC1 was read as ASAP1 GAP inh 18, DDE Tn7 FP inh 4, PLC-gamma1 inh 1, LEDGF integ inh -8, ADAM17 inh 3, Tn6 DDE FP -3, ADAM10 inh 5, proKLK7 act -0.1, TDP2 absorb -2 and ARFGAP1 inhibitor -5.
Screening Cc1ccc(-c2cc(C(=O)NN=Cc3cc(Br)ccc3O)[nH]n2)cc1C returned DDE Tn7 FP inh 1, PLC-gamma1 inh -9, LEDGF integ inh -4, ADAM17 inh -4, Tn6 DDE FP -5, ADAM10 inh -9, proKLK7 act -8.2 and TDP2 absorb 2.
For CCCN1C(=O)/C(=C\C=C2\N(CC)c3ccccc3C2(C)C)SC1=S the results were ASAP1 GAP inh 6, DDE Tn7 FP inh -2, PLC-gamma1 inh -2, LEDGF integ inh 3, ADAM17 inh 0, Tn6 DDE FP -8, ADAM10 inh -2, proKLK7 act -0.2, TDP2 absorb 1 and ARFGAP1 inhibitor 15.
COc1ccc2oc(=O)c(C(=O)N3CCN(c4ccccc4C)CC3)cc2c1 was read as ASAP1 GAP inh -1, DDE Tn7 FP inh 2, PLC-gamma1 inh -48, LEDGF integ inh -3, ADAM17 inh -20, Tn6 DDE FP 7, ADAM10 inh -52, proKLK7 act -0.2, TDP2 absorb 0 and ARFGAP1 inhibitor -3.
`COc1ccc(NS(=O)(=O)c2ccc(SC)cc2)cc1` gave ASAP1 GAP inh 1, DDE Tn7 FP inh -9, PLC-gamma1 inh 12*, LEDGF integ inh 1, ADAM17 inh 2, Tn6 DDE FP 2, ADAM10 inh 8, proKLK7 act 0.2, TDP2 absorb -16 and ARFGAP1 inhibitor 1.
Screening O=C(NCC1(N2CCCCC2)CCCCC1)c1cccc(S(=O)(=O)Nc2ccccc2Cl)c1 returned ASAP1 GAP inh 0, DDE Tn7 FP inh 4, PLC-gamma1 inh -12, LEDGF integ inh -1, ADAM17 inh -1, Tn6 DDE FP -2, ADAM10 inh -13, proKLK7 act 0.6, TDP2 absorb 3 and ARFGAP1 inhibitor 0.
`O=C(NCc1ccccc1)N1CCC(n2cnc3cc(F)ccc32)CC1` gave ASAP1 GAP inh -11, DDE Tn7 FP inh 7, PLC-gamma1 inh 3, LEDGF integ inh 1, ADAM17 inh -4, Tn6 DDE FP -3, ADAM10 inh 6, proKLK7 act -0.1, TDP2 absorb 2 and ARFGAP1 inhibitor 3.
O=C(CO/N=C/c1ccc(OC(F)F)cc1)NC1CCCC1 was read as ASAP1 GAP inh 7, DDE Tn7 FP inh -4, PLC-gamma1 inh 4, LEDGF integ inh -1, ADAM17 inh 4, Tn6 DDE FP -2, ADAM10 inh 5, proKLK7 act -0.7, TDP2 absorb 4 and ARFGAP1 inhibitor -13.
`NC(=O)CCN(C(=O)c1cccc(S(=O)(=O)N2CCc3ccccc32)c1)c1ccccc1` gave ASAP1 GAP inh -1, DDE Tn7 FP inh -7, PLC-gamma1 inh 1, LEDGF integ inh -1, ADAM17 inh -2, Tn6 DDE FP -9, ADAM10 inh -7, proKLK7 act 0.6, TDP2 absorb 3 and ARFGAP1 inhibitor 10.
COc1ccc(C(=O)CSc2nccc(=O)[nH]2)cc1 was read as ASAP1 GAP inh 1, DDE Tn7 FP inh 11, PLC-gamma1 inh -5, LEDGF integ inh 1, ADAM17 inh 0, Tn6 DDE FP 5, ADAM10 inh 9, proKLK7 act 0.1, TDP2 absorb -2 and ARFGAP1 inhibitor -4.
O=C(NCCc1ccc2c(c1)OCCO2)c1cc(S(=O)(=O)N2CCCC2)ccc1Br was read as ASAP1 GAP inh -2, DDE Tn7 FP inh -3, PLC-gamma1 inh 0, LEDGF integ inh -1, ADAM17 inh -4, Tn6 DDE FP 2, ADAM10 inh -2, proKLK7 act -0.6, TDP2 absorb 4 and ARFGAP1 inhibitor -5.
For CCc1nnc(NC(=O)c2cccc(S(=O)(=O)N3CCN(C(C)=O)CC3)c2)s1 the results were ASAP1 GAP inh -3, DDE Tn7 FP inh -2, PLC-gamma1 inh 0, LEDGF integ inh 3, ADAM17 inh 1, Tn6 DDE FP -7, ADAM10 inh 0, proKLK7 act 0.2, TDP2 absorb 3 and ARFGAP1 inhibitor 0.
O=C(Nc1ccc(C(=O)N2CCCC2)cc1)c1cc(F)c(F)cc1Cl was read as ASAP1 GAP inh -3, DDE Tn7 FP inh -5, PLC-gamma1 inh 1, LEDGF integ inh 0, ADAM17 inh -2, Tn6 DDE FP 3, ADAM10 inh -8, proKLK7 act 0.3, TDP2 absorb 5 and ARFGAP1 inhibitor 3.
For CC(C)CC(=O)N1CCN(CC2CC=CCC2)CC1 (stereo unspecified) the results were ASAP1 GAP inh -16, DDE Tn7 FP inh 4, PLC-gamma1 inh 1, LEDGF integ inh -2, ADAM17 inh -2, Tn6 DDE FP -9, ADAM10 inh 0, proKLK7 act 0.1, TDP2 absorb 5 and ARFGAP1 inhibitor -5.
